High-throughput results: PubChem BioAssay, several laboratories
HDAC3 inh: HDAC3 deacetylase inhibitors, primary screen, biochemical, fluorescence, cell-free homogeneous; Histone deacetylase 3 (Homo sapiens), O15379; recombinant HDAC3, fluorogenic peptide/trypsin coupled; inhibition, % at 8.3 µM; 0.15% of 320,000 active; AID 2718, 2010; in the data active = inhibition above about 26%, passing the limit was not always enough
ANO1 activ: TMEM16A chloride channel activators or potentiators, primary screen, cell-based, HTS; Anoctamin-1 (Mus musculus), Q8BHY3; HEK293 TMEM16A/YFP-H148Q/I152L, iodide quench fluorescence; stronger effect = lower value; B-score at 10 µM; 0.3% of 340,000 active; AID 623877, 2012;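 active = fluorescence-ratio B-score plate-corrected deviation score at least 3 library SD below zero, with starting fluorescence score within 5 deviations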;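 note: channel opened by trigger with iodide after compound preincubation; score built on the fluorescence ratio of max minus min over baseline; more negative score means more quench and so TMEM16A activation or potentiation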
TRPC6 inhibitor: mouse TRPC6 channel inhibitors, primary screen, cell-based, HEK293, membrane potential dye; Short transient receptor potential channel 6 (Mus musculus), Q61143; ACh-evoked depolarization; stronger effect = lower value; B-score at 10 µM; 1.1% of 310,000 active; AID 2553, 2010;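 active = B-score under library mean minus 3 SD, initial fluorescence not abnormally high, positive integrated signal ratio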;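 note: B-score derived from integrated fluorescence ratio over the kinetic read; more negative B-score means stronger inhibition of depolarization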
Target sequence (Q61143 whole entry, looked up): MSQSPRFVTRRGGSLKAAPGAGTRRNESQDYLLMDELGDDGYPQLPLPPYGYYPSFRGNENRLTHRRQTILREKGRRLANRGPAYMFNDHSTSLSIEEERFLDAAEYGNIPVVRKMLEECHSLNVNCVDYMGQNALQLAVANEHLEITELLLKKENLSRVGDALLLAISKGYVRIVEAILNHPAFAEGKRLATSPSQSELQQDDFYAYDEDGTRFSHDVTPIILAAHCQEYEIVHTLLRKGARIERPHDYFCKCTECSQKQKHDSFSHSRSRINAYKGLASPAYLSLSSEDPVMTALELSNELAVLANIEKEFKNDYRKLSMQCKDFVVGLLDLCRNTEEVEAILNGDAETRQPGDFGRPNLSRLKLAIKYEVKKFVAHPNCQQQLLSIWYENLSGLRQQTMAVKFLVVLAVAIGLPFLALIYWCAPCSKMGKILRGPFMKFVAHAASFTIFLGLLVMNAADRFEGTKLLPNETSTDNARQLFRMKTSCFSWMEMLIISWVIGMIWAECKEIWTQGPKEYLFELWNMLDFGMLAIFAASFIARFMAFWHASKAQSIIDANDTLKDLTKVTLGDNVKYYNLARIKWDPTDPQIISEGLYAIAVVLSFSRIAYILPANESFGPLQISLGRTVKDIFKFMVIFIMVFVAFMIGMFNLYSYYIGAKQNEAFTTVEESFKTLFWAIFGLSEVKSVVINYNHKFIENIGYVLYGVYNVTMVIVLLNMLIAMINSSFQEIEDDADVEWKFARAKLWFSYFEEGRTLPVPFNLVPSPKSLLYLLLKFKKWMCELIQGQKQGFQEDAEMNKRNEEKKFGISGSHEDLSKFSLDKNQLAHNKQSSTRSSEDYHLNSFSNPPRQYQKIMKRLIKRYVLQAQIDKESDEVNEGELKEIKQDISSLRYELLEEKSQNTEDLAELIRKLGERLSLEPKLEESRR
MrgX1 antag: antagonists of human MrgX1 receptor, primary screen, HEK293 cells, Fluo-4 calcium flux | BAM8-22 antagonism; stronger effect = lower value | 1.3% of 310,000 active | B-score at 10 µM | AID 588676, 2011;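 active = calcium-response B-score plate-corrected more than 3 library SD below zero, starting fluorescence within 5 deviations, no agonist response on first addition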;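 note: peak minus trough fluorescence over baseline after final BAM8-22 challenge near maximal dose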
MrgX1 PAM: positive allosteric modulators of MrgX1, primary screen, HEK293 cells, Fluo-4 calcium flux; Mas-related G-protein coupled receptor member X1 (Homo sapiens), Q96LB2; FDSS; stronger effect = higher value; B-score at 10 µM; 0.63% of 310,000 active; AID 588675, 2011;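 active = plate-corrected calcium response at least 3 library SD above typical, normal starting fluorescence, not activating the receptor alone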;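 note: compound read alongside a low EC10 to EC30 dose of BAM8-22 agonist; peak minus trough fluorescence over baseline measured at the second addition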
SKKanGAS inh: S. pyogenes SKKanGAS growth inhibitors in kanamycin, primary screen, streptokinase expression inhibitor project, SKKanGAS strain, BacTiter-Glo luminescence. 1.3% of 300,000 active. AID 1662, 2009. inhibition, % at 7.5 µM. 6 h;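 active = mean replicate score, as percent of positive control median, at least 50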;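 note: strain carries kanamycin resistance gene driven by streptokinase promoter and grows in 40 µg/ml kanamycin; loss of luminescence reflects streptokinase promoter inhibition or plain growth inhibition; 0% = median of DMSO wells and 100% = positive control at its reference dose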
RGS4 pot: RGS4 potentiators or activators, primary screen, cell-based, HEK293 M3R inducible RGS4, calcium flux; carbachol calcium flux Fluo4; stronger effect = lower value; B-score at 10 µM; 0.92% of 310,000 active; AID 463111, 2010;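 active = B-score of the integrated calcium signal more than 4 SD below the library mean, with starting fluorescence not abnormally high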;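 note: negative B-score means reduced calcium response which marks RGS4 activation or potentiation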
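System – HEK293 FlpIn-TREx cells, stable M3R, doxycycline-inducible RGS4 · Reagent – ECmax carbachol challenge · Times – compound preincubation 20 min at room temperature before agonist · Technique – Fluo4 fluorescence kinetic imaging of calcium · Measure – B score of integrated Fluo4 ratio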
RGS4 block: RGS4 inhibitors, primary screen, cell-based, HEK293 M3R inducible RGS4, calcium flux. Fluo-4 calcium flux; stronger effect = higher value; triggered by carbachol at its EC20. B-score at 10 µM. 0.45% of 310,000 active. AID 463165, 2010;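 active = B-score, a plate-corrected calcium signal, over three deviations above library mean, with baseline fluorescence within five deviations of library mean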;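 note: RGS4 expression induced by doxycycline in cells with stable M3 receptor; B-score is computed from the integrated fluorescence ratio over baseline after carbachol; higher B-score means a larger calcium signal and so more RGS4 inhibition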
TRPC6 activator: mouse TRPC6 channel activators, primary screen, cell-based, HEK293, membrane potential dye; Short transient receptor potential channel 6 (Mus musculus), Q61143; HEK293-TRPC6 membrane potential dye fluorescence; stronger effect = higher value; B-score at 10 µM; 0.13% of 310,000 active;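 active = B-score of the integrated fluorescence ratio above library mean plus 3 SD, and starting fluorescence ratio within library mean plus 5 SD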;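 note: higher score means more depolarization so channel activation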
MrgX1 agonist: agonists of human MrgX1 receptor, primary screen, HEK293 cells, Fluo-4 calcium flux; Fluo-4 calcium fluorescence, agonist mode; stronger effect = higher value; B-score at 10 µM; Mas-related G-protein coupled receptor member X1 (Homo sapiens), Q96LB2; 0.44% of 310,000 active;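 active = calcium response B-score plate-corrected fluorescence ratio at least 3 library SD, with starting fluorescence B-score inside 5 SD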
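Material: MrgX1-expressing HEK293 cells; input: 15,000 cells per well; doses: test compound given as first of three sequential additions; schedule: overnight plating before 1 h dye loading; technique: Fluo-4 NW calcium-flux fluorescence, kinetic read; evaluation: baseline-normalised fluorescence change ratio, B-scored; control set: plate-wise positive and negative controls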
TMEM16A inh: TMEM16A chloride channel inhibitors, primary screen, cell-based, HTS. HEK293 TMEM16A/YFP iodide influx fluorescence, ionomycin. Anoctamin-1 (Mus musculus), Q8BHY3. normalized B-score (activity score, 25-100; higher = stronger inhibition) at 10 µM. 1.2% of 310,000 active. AID 588511, 2011;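 active = ratio plate-corrected score three or more library SD toward inhibition, starting fluorescence score within five deviations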;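 note: score derived from kinetic fluorescence span divided by baseline fluorescence per well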
* hit, by the source's call; i = inactive; . = not tested or not shown.

SMILES	HDAC3 inh	ANO1 activ	TRPC6 inhibitor	MrgX1 antag	MrgX1 PAM	SKKanGAS inh	RGS4 pot	RGS4 block	TRPC6 activator	MrgX1 agonist	TMEM16A inh
CC(C)C(=O)Nc1ccc(-c2nc3cccnc3o2)cc1	-212	i	i	i	i	1	i	i	i	i	i
O=C(CN1CCCCCCC1)N/N=C/c1ccc(F)cc1F	-1	i	i	i	i	-13	i	i	i	i	i
Cc1c(C(=O)NCc2ccc3c(c2)OCO3)oc2ccc(S(=O)(=O)N3CCCC3)cc12	-2	i	i	i	i	4	i	i	i	i	i
CCCNc1c(NS(=O)(=O)c2ccc(NC(=O)CC)cc2)c(=O)oc2ccccc12	-2	i	i	i	i	-7	i	i	i	i	i
Cc1cc(C)nc(SCC(=O)N/N=C/c2cccn2-c2cccc(C(F)(F)F)c2)n1	10	i	i	i	i	10	i	i	i	i	i
Cc1sc(NC(=O)c2ccco2)c(CN2CCN(c3ccccn3)CC2)c1C	-6	i	i	i	i	20	i	i	i	i	i
CCn1c(SCC(=O)NC2CC2)nnc1C(C)Oc1ccccc1 (stereo not drawn)	2	i	i	i	i	4	i	i	i	i	i
CSCCC(Nc1ncnc2ccc(Br)cc12)C(=O)O (stereo not drawn)	4	i	i	i	i	-5	i	i	i	i	i
CCOc1ccc(CCNC(=O)COC(=O)C2CCN(c3ccc(C(F)(F)F)cn3)CC2)cc1OCC	0	i	i	i	i	1	i	i	i	i	i
Cn1cc(S(=O)(=O)N2CCCC2)cc1C(=O)NCCc1ccccc1	.	i	i	i	i	-2	i	i	i	i	i
CC1=NN(C(=O)CCc2ccccc2)C(O)(c2ccncc2)C1 (stereo not drawn)	3	i	i	i	i	1	i	i	i	i	i
CCOC(=O)N1CCN(c2nnc(-c3ccccc3)c3ccccc23)CC1	4	.	i	i	i	2	i	i	i	i	i
CCN(CC)C(=O)COc1ccc(CC(=O)O)cc1OC	2	i	i	i	i	6	i	i	i	i	i
Cc1cc(=O)n2[nH]c(C(F)(F)F)c(-c3ccccc3)c2n1	-11	i	i	i	i	5	i	i	i	i	i
Cc1cccc(-c2noc(CN(C)C(=O)c3ccc4c(c3)OCO4)n2)c1	0	i	i	i	i	-6	i	i	i	i	i

Another view of some results above.
Under each structure – HDAC3 inh, ANO1 activ, TRPC6 inhibitor, MrgX1 antag, MrgX1 PAM, SKKanGAS inh, RGS4 pot, RGS4 block, TRPC6 activator, MrgX1 agonist, TMEM16A inh
CCOC(=O)N1CCN(c2nnc(-c3ccccc3)c3ccccc23)CC1
    4, ., i, i, i, 2, i, i, i, i, i
CCOc1ccc(CCNC(=O)COC(=O)C2CCN(c3ccc(C(F)(F)F)cn3)CC2)cc1OCC
    0, i, i, i, i, 1, i, i, i, i, i

Remaining list, next part:
SMILES	HDAC3 inh	ANO1 activ	TRPC6 inhibitor	MrgX1 antag	MrgX1 PAM	SKKanGAS inh	RGS4 pot	RGS4 block	TRPC6 activator	MrgX1 agonist	TMEM16A inh
Cc1csc(NC(=O)c2ccc(C)o2)n1	1	i	i	i	i	-11	i	i	i	i	i
COc1ccc(CN2CCN(Cc3ccc(CO)o3)CC2CCO)cc1C (stereo not drawn)	-4	i	i	i	i	-8	i	i	i	i	i
CC(=O)Nc1ccc(NC(=O)Cc2ccc(S(=O)(=O)N3CCCCC3)s2)cc1	-1	i	i	i	i	4	i	i	i	i	i
CC12CCC(=O)N1C(C(=O)Nc1nc(-c3ccccc3Cl)cs1)CS2 (stereo not drawn)	0	i	i	i	i	4	i	i	i	i	i
Cc1nc2ccccc2c(=O)n1/N=C/c1ccc([N+](=O)[O-])o1	-1	.	i	i	i	7	i	i	i	i	i
O=C(O)c1ccc(NC2CC(=O)N(Cc3ccccc3)C2=O)cc1 (stereo not drawn)	2	i	i	i	i	11	i	i	i	i	i
O=C(NCC(c1cccs1)N1CCOCC1)c1cc(-c2ccc(F)cc2)nc2ccccc12 (stereo not drawn)	-1	i	i	i	i	-2	i	i	i	i	i
O=c1c2ccccc2[nH]c2ccc(F)cc12	-20	i	i	i	i	-18	i	i	i	i	i
Cc1cccc(-c2nc(-c3ccncc3)no2)c1	-1	i	i	i	i	0	i	i	i	i	i
Cc1ccc(S(=O)(=O)CCSc2nccn2C)cc1	-1	i	i	i	i	0	i	i	i	i	i
NC(=S)N(c1ccccc1)c1ccccc1	4	i	i	i	i	-9	i	i	i	i	i
COc1ccc(N2C(=O)CCC(C(=O)NCc3ccccn3)C2c2ccc(F)cc2)cc1 (stereo not drawn)	1	i	i	i	i	-4	i	i	i	i	i
CC(=O)C1=C(O)C(=O)N(CO)C1c1ccccc1F (stereo not drawn)	4	i	i	i	i	4	i	i	i	i	i
Cc1ccc(CC2SC(N)=NC2=O)cc1 (stereo not drawn)	-1	i	i	i	i	16	i	i	i	i	i
CCCN1CCN(CCCNC(=O)c2cc3c(s2)-c2c(C)cccc2OC3)CC1	-200	i	i	i	i	-6	i	i	i	i	i
Cc1cc(N2CCN(C)CC2)nc2ccc(NC(=S)NCCCN3CCN(C)CC3)cc12	-6	i	i	i	i	-2	i	i	i	i	i
Nc1c2c(nc3ccccc13)N(C1CCCCC1)CC2	-36	i	-12*	i	i	1	i	i	i	i	i
NS(=O)(=O)c1ccc(NNC(=O)c2ccc(F)cc2F)cc1	2	i	i	i	i	4	i	i	i	i	i
CC1CCCCC1NC(=O)CSc1ccc([N+](=O)[O-])cc1 (stereo not drawn)	-12	i	i	i	i	0	i	i	i	i	i
NS(=O)(=O)c1ccc(NC(CNS(=O)(=O)c2ccccc2)c2ccccc2)cc1 (stereo not drawn)	3	i	i	i	i	-6	i	i	i	i	i
O=C(C1=C(O)C(=O)N(CCN2CCOCC2)C1c1ccc(Br)cc1)c1cc2ccccc2o1 (stereo not drawn)	4	i	i	i	i	-1	i	i	i	i	i
CC(OC(=O)c1ccc(Cl)nc1)C(=O)Nc1ccc(S(=O)(=O)N2CCCC2)cc1 (stereo not drawn)	3	i	i	i	i	-12	i	i	i	i	i
Cc1cc(/C([O-])=C(/C(=S)Nc2ccc(F)cc2)[n+]2ccccc2)c(C)n1-c1ccc(F)cc1	5	i	i	i	i	6	i	i	i	i	i
O=C(CSc1nnc(-c2ccncc2)o1)NCc1ccc(Cl)cc1	-2	i	i	i	i	4	i	i	i	i	i
COC(=O)C1CN(C(=O)c2cccc(OC(F)F)c2)c2ccccc2O1 (stereo not drawn)	6	i	i	i	i	0	i	i	i	i	i
COc1cccc2c1C(=O)C[C@]1(CCCC[C@@H]1C)O2	-4	i	i	i	i	-3	i	i	i	i	i
N=C1SC(c2ccccc2)C(=O)N1c1ncc(Cc2ccccc2Cl)s1 (stereo not drawn)	6	i	i	i	i	116*	i	i	i	i	i
CC(OC(=O)CNC(=O)c1ccc2ccccc2c1)C(=O)NC1CCCCC1C (stereo not drawn)	4	i	i	i	i	17	i	i	i	i	i
CCN1CCN(CCCCSc2ccccc2)CC1	1	.	i	i	i	-9	i	i	i	i	i
CCOc1ccccc1/C=N/Nc1nc(C)cc(=O)[nH]1	5	i	i	i	i	-2	i	i	i	i	i
COc1cc(C(=O)Nc2ccc3ccccc3c2)cc(OC)c1OC	2	.	i	i	i	-5	i	i	i	i	i
CC#CCN(Cc1ccco1)C(=O)c1ccc(OC2CCN(Cc3ccccn3)CC2)cc1	-6	i	i	i	i	-1	i	i	i	i	i
O=C(O)/C=C/c1cn(-c2ccccc2)nc1-c1cccc([N+](=O)[O-])c1	3	i	i	i	i	0	i	i	i	i	i
COc1ccc(C2(CNS(=O)(=O)c3ccc(C)cc3)CCOCC2)cc1	-7	i	i	i	i	2	i	i	i	i	i
COc1ccc(C(=O)NNC(=O)CSc2nc3c([nH]2)c(=O)n(C)c(=O)n3C)cc1	0	i	i	-4.6*	i	-8	i	i	i	i	i
Cc1cc(=O)[nH]c(SCC(=O)Nc2nnc(SCc3ccccc3)s2)n1	9	i	i	i	i	0	i	i	i	i	i
CC[N+]1(C)CCC(=C2c3ccccc3CC(=O)c3sccc32)CC1 (stereo not drawn)	11	i	-14*	-6.7*	i	2	-11*	i	i	i	i
CCN(CC)c1ccc(C(=O)N/N=C/c2ccc(N3CCOCC3)cc2)cc1	-6	i	i	i	i	7	i	i	i	i	i
CCSc1ccc([C@@H]2[C@H]3C(=O)N(C)C(=O)[C@H]3[C@]3(C(=O)OC)CCCCN23)cc1	15	i	.	i	i	.	.	.	.	i	i
Cc1ccc(NC(=O)CN2C(=O)NC(C)(c3ccc(Cl)cc3)C2=O)cc1 (stereo not drawn)	9	i	i	i	i	-2	i	i	i	i	i
CC(C)Cc1ccc(S(=O)(=O)N2CCOCC2)cc1	-2	i	i	i	i	-3	i	i	i	i	i
Cc1ccc(S(=O)(=O)n2nc(OC(=O)c3c(F)cccc3Cl)cc2N)cc1	4	i	i	i	i	27	i	i	i	i	i
Cc1ccc(C2=CC(C)(c3ccc(C)cc3)Nc3nc(C(F)(F)F)nn32)cc1 (stereo not drawn)	12	i	i	i	i	16	-7*	i	i	i	i
COc1ccc(-c2cc(C3CCNCC3)[nH]n2)cc1	3	i	i	i	i	10	i	i	i	i	i
COc1ccc2[nH]c(C(=O)NCc3ccccc3)cc2c1	-8	i	i	i	i	-2	i	i	i	i	i
CCOC(=O)N1CCC(N2Cc3cccc(C(=O)NCc4ccccn4)c3C2=O)CC1	0	i	i	i	i	-5	i	i	i	i	i
Cc1cccc2c1-c1sc(C(=O)Nc3cccc([N+](=O)[O-])c3C)cc1CO2	4	i	i	i	i	18	i	i	i	i	i
